LYP inh 2: LYP (human) phosphatase inhibition. inhibition, % at 2 µM. recombinant LYP catalytic domain, DiFMUP fluorescence. Q9Y2R2. 96,000 tested, 0.21% active;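 active means inhibition at 2 µM at or above a set limit, the screen mean plus 3 SD, cut at about 24% in these data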;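 further: 0% = DMSO with enzyme and 100% = enzyme fully blocked by orthovanadate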
HIV Rev-RRE inh: inhibitors of HIV-1 Rev-RRE RNA interaction; P05866; Rev peptide-RRE RNA binding, FRET; inhibition, % at 8 µM; 97,000 tested, 0.79% active; AID 704;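 active means inhibition above the screen-wide mean plus 3 SD, cut at about 35% in these data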;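 further: 0% = median DMSO wells and 100% = median Neomycin B control wells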
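Test system: Cy5-tagged RRE RNA duplex with fluorescein-tagged Rev peptide; Probe or stimulus: labelled Rev peptide; Schedule: 5 min preincubation and 15 min binding, 25 °C; Signal: FRET fluorescence readout; Evaluation: % inhibition from 671/540 nm acceptor-to-donor ratio, scaled between controls; Control set: DMSO and neomycin B.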
Plk1 PBD FP: blocks phosphopeptide binding to human Plk1 polo box domain. 97,000 tested, 0.13% active. inhibition, %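 (tested at about 20 µM)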. Plk1 PBD phosphopeptide binding, fluorescence polarization. P53350; in the data active means inhibition above about 34%, passing the limit was not always enough
PLK1 inh: blocks human PLK1 kinase activity. AID 619. P53350. recombinant PLK1 kinase, TR-FRET peptide phosphorylation. inhibition, % at 10 µM. 97,000 tested, 0.53% active;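 active means inhibition of 50% or more in the single-concentration screen; inactive means inhibition below 50%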;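 further: 0% = DMSO max control and 100% = H-89 dihydrochloride min control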
LYP act: increases human PTPN22 phosphatase activity. Q9Y2R2. recombinant LYP, DiFMUP fluorescence; 0 = plate median, 100 = signal doubled. activation, % at 2 µM. 96,000 tested, 0.11% active. AID 697;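 active means activation at 2 µM above a set limit, the mean plus 5 SD, cut at about 37% in these data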
cytoskel mod: cytoskeleton assembly modification. HUVEC TNFa F-actin phalloidin imaging, high content. inhibition, % at 2 µM. 91,000 tested, 0.18% active;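 active means inhibition above the batch mean plus 3 SD and confirmed as a hit by visual image inspection, cut at about 30% in these data, passing the limit was not always enough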; further: strong numbers were not always called active
FAK blocker: FAK (human) kinase inhibition; Q05397; biochemical FAK kinase activity assay; inhibition, %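 (tested at 7 µM)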; 97,000 tested, 0.84% active; in the data active means inhibition above about 19%;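 further: 0% = DMSO and 100% = reference compound high control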
Pyk2 oligo antag: antagonists of human Pyk2 oligomerization | 99,000 tested, 0.83% active | z-score (the deposit names both 25 µM and 10 µM) | Q293 cells, Pyk2 FERM NanoBiT luminescence; hits give low values | AID 1347419 | Q14289;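 active means Z-score of -3 or lower, scaled per plate to the spread of control and sample wells; inactive means z-score above -3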;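 further: negative z-score means lost luminescence so less FERM oligomerization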
Target sequence (Q14289 whole entry, looked up): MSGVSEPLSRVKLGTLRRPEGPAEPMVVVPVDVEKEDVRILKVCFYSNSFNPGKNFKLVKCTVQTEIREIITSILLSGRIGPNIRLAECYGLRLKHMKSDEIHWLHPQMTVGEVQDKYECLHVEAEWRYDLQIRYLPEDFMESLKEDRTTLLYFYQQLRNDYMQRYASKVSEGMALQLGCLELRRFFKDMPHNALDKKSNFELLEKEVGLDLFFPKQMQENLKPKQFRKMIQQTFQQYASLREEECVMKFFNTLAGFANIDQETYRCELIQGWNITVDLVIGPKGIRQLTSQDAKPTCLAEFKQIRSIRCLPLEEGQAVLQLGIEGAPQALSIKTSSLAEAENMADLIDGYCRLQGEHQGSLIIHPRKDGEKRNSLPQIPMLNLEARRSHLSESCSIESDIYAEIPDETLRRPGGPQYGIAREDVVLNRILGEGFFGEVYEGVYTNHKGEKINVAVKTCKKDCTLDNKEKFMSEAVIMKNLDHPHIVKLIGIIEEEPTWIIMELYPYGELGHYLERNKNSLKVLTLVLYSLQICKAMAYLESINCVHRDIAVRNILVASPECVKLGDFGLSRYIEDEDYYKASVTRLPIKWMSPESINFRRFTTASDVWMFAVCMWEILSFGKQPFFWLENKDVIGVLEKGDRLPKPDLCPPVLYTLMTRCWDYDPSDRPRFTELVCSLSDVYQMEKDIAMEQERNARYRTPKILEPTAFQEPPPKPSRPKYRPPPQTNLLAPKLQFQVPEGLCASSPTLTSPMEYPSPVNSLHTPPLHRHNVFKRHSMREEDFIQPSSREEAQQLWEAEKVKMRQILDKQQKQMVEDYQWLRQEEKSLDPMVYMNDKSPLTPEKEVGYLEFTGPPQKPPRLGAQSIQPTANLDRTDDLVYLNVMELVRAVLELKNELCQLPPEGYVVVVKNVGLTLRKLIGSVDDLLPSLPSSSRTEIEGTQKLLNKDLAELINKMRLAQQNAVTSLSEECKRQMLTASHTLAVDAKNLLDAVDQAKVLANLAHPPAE
EphB4 ephrin blk: EphB4-ephrin-B2 interaction antagonism; EphB4 LBD / TNYL-RAW-Alexa532 peptide, fluorescence polarization; 97,000 tested, 0.15% active; P54760; AID 720; inhibition, % at 7 µM;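 active means inhibition above the screen-wide mean inhibition plus 3 SD, cut at about 15% in these data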;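 further: 0% = DMSO wells and 100% = excess unlabeled TNYL-RAW peptide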
Starred values were filed as active, the others as inactive; nt = no result given.

SMILES	LYP inh 2	HIV Rev-RRE inh	Plk1 PBD FP	PLK1 inh	LYP act	cytoskel mod	FAK blocker	Pyk2 oligo antag	EphB4 ephrin blk
CC1(C)CC(=O)c2cn3ncnc3nc2C1	-2	7	23	-5	-1	-5	-1	0.47	5
Cn1cnnc1SCC(=O)Nc1ccc2nc(SCc3cccc4ccccc34)sc2c1	3	1	-12	-12	-3	-8	6	-0.65	17*
CCc1ccc(C(=O)Nc2ccc(S(=O)(=O)Nc3nc(C)cc(C)n3)cc2)o1	1	-8	3	-13	-2	-4	-1	-0.76	-7
COCCCNC(=O)C1CC(=O)N(CCc2ccccc2)C1 (stereo not given)	-4	3	-7	-13	3	-6	-1	0.51	-6
CCOC(=O)c1cnc(SCCc2ccccc2)nc1N	7	16	9	-9	-5	21	2	-0.23	-6
CCOc1ccc(C)cc1-n1nc2ccccc2n1	-4	3	6	-3	1	7	-5	1.1	6
CCOc1ccccc1-c1nc(C(N)=O)c2[nH]c(=O)n(-c3ccccc3)c2n1	-2	18	31	-11	3	-1	2	-0.18	4
O=C(N/N=C/C=C/c1ccccc1)C1CC1(c1ccccc1)c1ccccc1 (stereo not given)	8	7	-25	-10	-8	8	3	-0.29	9
COc1ccc(-c2cc(-c3cccs3)c(C#N)c(SCC(=O)NCc3ccccc3)n2)cc1	-2	14	20	-61	-1	-3	-27	1.1	-1
COc1ccccc1N1CCN(C(=O)C2c3ccccc3Oc3ccccc32)CC1	3	4	15	-4	-3	-38	3	-1.3	-2
CCCc1cc(=O)[nH]c(SCC(=O)Nc2ccccc2C#N)n1	-12	-3	13	-12	14	-4	-2	-0.07	-1
CN(C#N)c1nc(N2CCOCC2)nc(N2CCOCC2)n1	-36	-2	15	-8	30	0	1	0.57	-3
COC(=O)Nc1ccc(OC)c(OC)c1	2	10	2	-9	-2	nt	-1	-0.15	13
CCCCCNC(=O)c1ccccc1SC	-2	4	7	-6	1	1	2	1.6	-2
CC(Oc1ccccc1)C(=O)Nc1ccc(S(=O)(=O)NCC2CCCO2)cc1 (stereo not given)	-4	4	-6	3	1	1	-4	2.1	0
CCCNC(=O)CC1Sc2ccccc2NC1=O (stereo not given)	9	4	-2	-10	-9	nt	0	0.63	0
O=C(c1ccc2c(c1)OCCO2)C1CCN(S(=O)(=O)c2cccc(F)c2)CC1	2	5	-2	-10	-3	-17	-5	-2.3	9
Cc1cc(C)c(C)c(OCCOCCN2CCOCC2)c1	-9	-3	3	1	8	nt	0	-0.29	-2
COC(=O)C(Cc1cnc(Cl)s1)(C(=O)OC)c1ccc([N+](=O)[O-])cc1[N+](=O)[O-]	17	15	-4	-4	-16	-4	-1	-1.5	5
COc1cc(-c2c(C#N)c(N)nc3c2CCCC3)ccc1O	0	-4	-6	0	-2	-13	-2	-0.89	-4
COc1ccc2nc(Nc3nc(CSc4nnnn4-c4ccccc4)cc(=O)[nH]3)nc(C)c2c1	6	15	-4	1	-8	8	-2	-0.62	1
O=C(O)c1ccc(Oc2cccc([N+](=O)[O-])c2)cc1C(=O)O	4	6	-8	-4	-2	-28	10	1.1	3
COc1ccccc1C1CC(=O)NC(C)=C1C(=O)OCC1CCCO1 (stereo not given)	2	-2	1	-10	-4	5	-3	0.01	-5
CN(CCC(=O)Nc1ccc2c(c1)OCO2)Cc1ccccc1	-6	6	4	-11	4	10	1	-0.1	1
Cc1ccc(N(CC(=O)Nc2ccc3c(c2)OCCO3)S(=O)(=O)c2c(C)n[nH]c2C)cc1	-2	9	-34	-6	3	-2	2	-3.5*	-8
O=C(O)c1ccccc1SCC(=O)N1CCCCC1	16	3	-8	-18	-14	20	6	-0.21	7
CCOC(=O)c1ccc(NC(=O)CSc2nnc(CCc3ccc(C)o3)n2-c2ccccc2)cc1	8	2	-28	-7	-4	12	-2	0.89	7
CCOC(=O)c1ccc(NS(=O)C23CC4CC(CC(C4)C2)C3)cc1 (stereo not given)	-9	13	5	-11	5	-14	2	0.41	3
COC(=O)c1cc(-c2cccc(OC)c2)on1	-1	2	-20	-2	-2	-16	0	1.4	0
CC(C)NC(=O)c1cc(-c2ccco2)on1	1	1	-4	-11	-3	6	0	-0.73	-4
Cc1cccc(N2CC34C=CC(O3)C(C(=O)O)C4C2=O)c1 (stereo not given)	12	8	7	-4	-13	-19	0	1.1	5
CC(NC(=O)c1ccc(F)cc1)c1ccc2c(c1)CCCC2 (stereo not given)	2	4	-3	-7	3	1	1	-0.49	-8
CCCCCn1c(=O)[nH]c2cc(C(=O)NCc3ccco3)ccc2c1=O	5	3	-17	-3	-5	-3	3	-0.9	0
Cc1ccc2cc(C)c3nnc(SCC(=O)N4CCCc5ccccc54)n3c2c1C	-4	0	-15	-4	8	-14	-5	nt	-5
CC1Cc2ccccc2N1C(=O)CSc1nnc(CNc2ccccc2)o1 (stereo not given)	-2	6	-19	-8	5	11	-1	0.05	-6
COc1cc2cc(C)c(SCC(=O)N3CCOCC3)nc2cc1OC	1	6	-4	19	-4	16	0	-0.63	1
CC(C)CNc1cc(=O)n(C)c(=O)n1C	-10	1	-13	-4	9	2	-2	0.87	0
Cc1ccc(C)c(NC(=S)NC(NC(=O)Cc2cccc3ccccc23)C(Cl)(Cl)Cl)c1 (stereo not given)	13	8	4	-9	-11	-15	0	-0.1	0
Cc1ccc(C)c(N2CCN(C(=O)CCn3c(=S)[nH]c4cc5c(cc4c3=O)OCO5)CC2)c1	22	-6	-6	-21	-21	-15	-2	-1.4	0
Cc1cc(OCC(=O)NCC(C)C)cc(C)c1Br	3	12	-9	-7	-1	34	2	0.71	-1
COC(=O)c1c(NC(C)=O)sc(Cc2ccccc2)c1C	-8	12	-3	-11	12	3	0	-1.3	1
O=S(=O)(c1ccc(Cl)s1)N1CCCc2cccc(O)c21	-8	3	-20	-12	3	-14	4	-0.23	-1
Nc1nc2n(n1)C(c1ccccc1Cl)CC(c1ccc(F)cc1)N2 (stereo not given)	3	5	16	-10	-3	1	-1	nt	-1
O=C(CCCOc1ccc(Cl)cc1)N1CCOCC1	-5	1	3	-13	8	-8	-4	0.75	-8
CCOc1ccc(/C=C/C(=O)Nc2ccc(N3CCOCC3)cc2)cc1	-6	2	-26	-7	9	4	1	0.43	5
CC(Oc1ccc(-c2nccc(-c3ccccn3)n2)cc1)C(=O)NN (stereo not given)	11	3	-13	-15	-8	7	-4	1	3
CCCCN1CC(COc2ccccc2)OC1=O (stereo not given)	12	-2	2	0	-11	3	-4	2.1	1
O=C(CCn1c(=S)[nH]c2ccccc2c1=O)NCCCN1CCCC1=O	0	4	6	-3	-2	-15	0	-0.18	6
N#Cc1c(/N=C/c2ccco2)oc(-c2ccccc2)c1-c1ccccc1	-1	9	-15	-11	-1	-12	3	nt	0
Cc1cc(OCCNCCO)cc(C)c1Cl	12	4	-25	-12	-13	13	-3	0.9	-3
Cc1ccc(OCC(=O)N(C)CCc2ccccn2)cc1	2	6	-38	-4	-4	-10	0	1.6	4
CCC(=O)N1c2ccc(S(=O)(=O)CCC(=O)N3CCN(c4ccccc4)CC3)cc2CC1C (stereo not given)	-8	3	8	-14	5	26	0	0.87	8
Cc1ccc(OCC(=O)Nc2sc3c(c2C#N)CCC3)cc1	9	5	-6	-3	-6	-3	7	-0.67	13
Cc1nn(-c2cccc3cccnc23)c(=O)c2ccccc12	-9	6	19	-14	10	6	-2	0.71	6
COc1ccc(NC(=O)CCC(=O)OCc2ccc(C(=O)Oc3ccc(Cl)cc3)cc2)cc1	0	7	-12	-5	3	4	0	0.32	4
CC(O)c1cccc(NC2=CC(=O)CC(C)(C)C2)c1 (stereo not given)	-2	7	-20	-2	2	-2	-2	0.18	4
CCCn1nnc(NC(=O)c2ccc(Br)cc2)n1	-5	5	10	-9	2	-10	-1	0.48	1
CCCCC(=O)Nc1ccc(F)c(Cl)c1	-10	3	4	-5	5	8	0	0.52	-3
COc1ccc(C(C)=O)cc1CN1CCCCC1	-3	6	1	-7	2	-11	2	-1.5	3
COc1ccc(C(=O)CSc2nc(N)nc(SC)c2C#N)cc1	2	18	9	-22	1	-5	-1	-0.1	2

Among those listed so far, 4 have a thiophene ring, fused or not.
SMILES	LYP inh 2	HIV Rev-RRE inh	Plk1 PBD FP	PLK1 inh	LYP act	cytoskel mod	FAK blocker	Pyk2 oligo antag	EphB4 ephrin blk
COc1ccc(-c2cc(-c3cccs3)c(C#N)c(SCC(=O)NCc3ccccc3)n2)cc1	-2	14	20	-61	-1	-3	-27	1.1	-1
COC(=O)c1c(NC(C)=O)sc(Cc2ccccc2)c1C	-8	12	-3	-11	12	3	0	-1.3	1
O=S(=O)(c1ccc(Cl)s1)N1CCCc2cccc(O)c21	-8	3	-20	-12	3	-14	4	-0.23	-1
Cc1ccc(OCC(=O)Nc2sc3c(c2C#N)CCC3)cc1	9	5	-6	-3	-6	-3	7	-0.67	13

More entries
SMILES	LYP inh 2	HIV Rev-RRE inh	Plk1 PBD FP	PLK1 inh	LYP act	cytoskel mod	FAK blocker	Pyk2 oligo antag	EphB4 ephrin blk
O=c1c2ccccc2n(Cc2cccc(F)c2)c(=O)n1C1CCCC1	-4	16	3	-1	1	1	2	-1.3	-2
Cc1cc(NC(=O)c2c(Cl)c(C)nn2C)no1	2	4	-5	-8	0	-8	0	1.2	-4
Cn1cc(Cl)c(C(=O)N2CCN(c3ncccn3)CC2)n1	2	8	-21	-9	1	12	-2	0.23	-1
COc1ccc(-c2nc(N3CCCCCC3)sc2C(=O)c2ccccc2)cc1	-2	8	34	-11	7	-2	2	2.2	-5
COc1cc(C(=O)OC(C)CN2CCOCC2)cc(OC)c1OC (stereo not given)	12	0	-20	-11	-9	22	1	1.8	-8

One compound at a time (already shown).
Listed for `O=C(CCn1c(=S)[nH]c2ccccc2c1=O)NCCCN1CCCC1=O` = LYP inh 2: 0; HIV Rev-RRE inh: 4; Plk1 PBD FP: 6; PLK1 inh: -3; LYP act: -2; cytoskel mod: -15; FAK blocker: 0; Pyk2 oligo antag: -0.18; EphB4 ephrin blk: 6
Listed for `CCCn1nnc(NC(=O)c2ccc(Br)cc2)n1` = LYP inh 2: -5; HIV Rev-RRE inh: 5; Plk1 PBD FP: 10; PLK1 inh: -9; LYP act: 2; cytoskel mod: -10; FAK blocker: -1; Pyk2 oligo antag: 0.48; EphB4 ephrin blk: 1
Listed for `O=c1c2ccccc2n(Cc2cccc(F)c2)c(=O)n1C1CCCC1` = LYP inh 2: -4; HIV Rev-RRE inh: 16; Plk1 PBD FP: 3; PLK1 inh: -1; LYP act: 1; cytoskel mod: 1; FAK blocker: 2; Pyk2 oligo antag: -1.3; EphB4 ephrin blk: -2
